CHT allo act: CHT positive allosteric modulators, primary screen, cell-based, membrane potential dye, choline EC20 | High affinity choline transporter 1 (Homo sapiens), Q9GZV3 | CHT-expressing cells; hits give high values; LV-AA mutant CHT in HEK293 cells | B-score at 10 µM | 0.49% of 310,000 active;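 active = initial fluorescence not abnormally high and integrated response B-score, plate-corrected, over 3 SD above library mean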
Target sequence (Q9GZV3 whole entry, looked up): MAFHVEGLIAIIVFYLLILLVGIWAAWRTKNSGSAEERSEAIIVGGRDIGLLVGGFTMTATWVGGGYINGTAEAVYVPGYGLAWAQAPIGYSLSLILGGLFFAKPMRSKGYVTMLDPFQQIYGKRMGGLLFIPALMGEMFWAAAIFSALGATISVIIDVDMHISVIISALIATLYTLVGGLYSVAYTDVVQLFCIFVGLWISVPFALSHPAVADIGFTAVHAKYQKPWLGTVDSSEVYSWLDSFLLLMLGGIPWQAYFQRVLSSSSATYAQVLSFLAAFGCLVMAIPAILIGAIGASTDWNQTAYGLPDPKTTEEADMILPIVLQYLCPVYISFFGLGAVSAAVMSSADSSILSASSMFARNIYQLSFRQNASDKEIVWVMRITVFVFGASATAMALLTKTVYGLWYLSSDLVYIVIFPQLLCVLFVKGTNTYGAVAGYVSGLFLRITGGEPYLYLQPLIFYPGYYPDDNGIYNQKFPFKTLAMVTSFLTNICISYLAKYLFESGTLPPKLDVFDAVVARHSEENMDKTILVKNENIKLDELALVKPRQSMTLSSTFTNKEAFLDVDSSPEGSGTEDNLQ
OX1R antag: OX1R (HCRTR1) antagonists, primary screen, fluorescence, CHO/OX1R cells, Fluo-8 calcium, orexin A. inhibition, % at 5 µM. Orexin/Hypocretin receptor type 1 (Homo sapiens), O43613. Fluo-8 calcium fluorescence. 0.43% of 330,000 active. AID 434989, 2010;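 active = inhibition above its plate's threshold, mean inhibition of all tested compounds on the plate plus 3 SD, cut at about 37% in these data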;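 note: 0% = orexin A challenge wells and 100% = SB-334867-A antagonist wells; not every result past the cut was called active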
Target sequence (O43613 whole entry, looked up): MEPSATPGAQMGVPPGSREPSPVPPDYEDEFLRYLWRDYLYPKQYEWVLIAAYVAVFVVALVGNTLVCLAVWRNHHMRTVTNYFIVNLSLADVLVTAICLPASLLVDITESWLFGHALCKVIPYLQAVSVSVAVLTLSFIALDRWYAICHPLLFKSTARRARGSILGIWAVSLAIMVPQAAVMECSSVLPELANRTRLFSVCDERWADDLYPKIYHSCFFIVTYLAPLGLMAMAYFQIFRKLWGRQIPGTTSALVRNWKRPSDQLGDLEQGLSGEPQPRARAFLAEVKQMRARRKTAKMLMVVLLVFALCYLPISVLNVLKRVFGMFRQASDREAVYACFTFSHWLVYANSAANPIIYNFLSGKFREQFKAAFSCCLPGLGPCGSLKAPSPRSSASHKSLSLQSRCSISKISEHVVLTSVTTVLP
* hit, by the source's call; i = inactive; nt = not tested or not shown; & = joins results of further samples.

SMILES	CHT allo act	OX1R antag
COCC(=O)Nc1ccc(Br)cc1C	i	1
Cc1ccc(-c2nnc(N3CCN(S(C)(=O)=O)CC3)c3ccccc23)cc1	i	-6
N#Cc1cc([N+](=O)[O-])ccc1NC(=O)CSc1n[nH]c(=O)n1C1CC1	nt	-4
Oc1ccc(/C=N/N2CCCCC2)cc1O	i	6
OCC[C@@H]1C[C@H](O)[C@@H](O)[C@@]2(CCCCO2)O1	i	0
Nc1cc(C(=O)OCC(=O)N2CCOCC2)ccc1Cl	i	4
O=C(O)c1ccc(NC(CSCc2ccccc2F)C(=O)O)c([N+](=O)[O-])c1 (configuration not stated)	i	5
NC(=O)c1ccccc1OCC(=O)N1CCCc2ccccc21	i	-1
Cc1ccc(NC(=O)NC2CC(=O)N(c3ccc4c(c3)OCCO4)C2)cc1 (configuration not stated)	i	-17
Nc1ccc2nc(CN3CCOCC3)[nH]c2c1	i	-3
CCN(Cc1ccncc1)C(=O)c1cc(COc2c(C)cccc2C)on1	i	-26
COc1ccc(N=Cc2sc(O)c3ccccc23)cc1	i	67*
CC(C)(C)C1(C)OC(C(N)=O)C(C(N)=O)O1 (configuration not stated)	i	-10
COc1cccc(CNS(=O)(=O)c2ccc3c(c2)C(C)(C)C(=O)N3C)c1	i	-14
O=C(Oc1ccc(C(=S)N2CCOCC2)cc1)c1ccccc1[N+](=O)[O-]	i	21
O=S(=O)(NC1CC1)c1ccc(S(=O)(=O)N2CCc3ccccc32)cc1	i	22
FC(F)(F)c1cccc(N2CCN(C(=S)NC3CCCCC3)CC2)c1	i	-24
CCOC(=O)CCCC(=O)N1CCOCCOCCOCC1	i	-12
O=C(O)CN(c1ccccc1[N+](=O)[O-])S(=O)(=O)c1ccccc1	i	1
CC(C)c1ccc(NC2CCCN(C(=O)c3ccc(N4CCOCC4)cc3)C2)cc1 (configuration not stated)	i	-28
CCCCC(NC(C)=O)c1nc2ccccc2[nH]1 (configuration not stated)	i	-12
Nc1nc(Sc2ccc(C(F)(F)F)cn2)n[nH]1	i	-1
CSCCC(NC(=O)c1cncc(Br)c1)C(=O)O (configuration not stated)	i	7
CCn1cc(CN2CCC(n3nccc3NC(=O)C(OC)c3ccccc3)CC2)cn1 (configuration not stated)	i	0
CCN1CCN(C(=O)C2CCC(=O)N(Cc3cccc(C(F)(F)F)c3)C2)CC1 (configuration not stated)	i	-4
CC(=O)Nc1cccc(NC(=O)CCCC2CCCCC2)c1	i	-25
COC(=O)COc1ccc(S(=O)(=O)NCc2cccnc2)cc1C	i	-12
CCCN(CC(=O)Nc1ccccc1C)C(=O)c1cccc(S(=O)(=O)N2CCc3ccccc3C2)c1	6.9*	-3
O=C(Nc1ccccn1)c1ccc(NC(=O)c2ccco2)cc1	i	-20
CCCc1nnc(SCC(=O)Nc2ccc(OCC)cc2)n1N	i	-24

Sorted by the number under OX1R antag (highest first): three from the list above.
smiles,OX1R antag
CCn1cc(CN2CCC(n3nccc3NC(=O)C(OC)c3ccccc3)CC2)cn1 (configuration not stated),0
CCCN(CC(=O)Nc1ccccc1C)C(=O)c1cccc(S(=O)(=O)N2CCc3ccccc3C2)c1,-3
CCCc1nnc(SCC(=O)Nc2ccc(OCC)cc2)n1N,-24

Later entries
SMILES	CHT allo act	OX1R antag
COc1ccccc1CN(C)C(=O)c1cccc(S(=O)(=O)N2CCc3ccccc3C2)c1	nt	-25
O=C(CNC(=O)c1ccccc1O)N/N=C/c1cc(Br)ccc1OC(=O)/C=C/c1ccco1	i	-30
Cc1ccc(S(=O)(=O)N2CCN(C(=O)NCc3ccc(F)cc3)CC2)c(C)c1	i	-19
O=C(CCC1CCCN(C(=O)c2ccc3c(c2)OCCO3)C1)NCc1ccccc1F (configuration not stated)	i	-21
COCCNC(=O)C(c1ccncc1)N(C(=O)Cn1nnc2ccccc21)c1ccc(OC)cc1 (configuration not stated)	i	-23
O=C1C=C(NCc2ccc(Cl)cc2)CC(c2ccco2)C1 (configuration not stated)	i	-25
CC12CCC(C(=O)NCc3ccc(F)cc3)(OC1=O)C2(C)C (configuration not stated)	i	0
O=S(=O)(c1ccc(Br)s1)N1CCC(Cc2ccccc2)CC1	i	-10
CC1CC(C)(C)CC2(C1)NC(=O)N(CC(=O)Nc1cc([N+](=O)[O-])ccc1F)C2=O (configuration not stated)	nt	-7
C/C(=N\NC(=O)c1nc2ccccn2c1C)c1ccc2c(c1)OCO2	i	-14

Random excerpt: 7 entries already listed.
SMILES	CHT allo act	OX1R antag
O=C1C=C(NCc2ccc(Cl)cc2)CC(c2ccco2)C1 (configuration not stated)	i	-25
CC1CC(C)(C)CC2(C1)NC(=O)N(CC(=O)Nc1cc([N+](=O)[O-])ccc1F)C2=O (configuration not stated)	nt	-7
O=S(=O)(c1ccc(Br)s1)N1CCC(Cc2ccccc2)CC1	i	-10
O=C(CNC(=O)c1ccccc1O)N/N=C/c1cc(Br)ccc1OC(=O)/C=C/c1ccco1	i	-30
C/C(=N\NC(=O)c1nc2ccccn2c1C)c1ccc2c(c1)OCO2	i	-14
O=C(CCC1CCCN(C(=O)c2ccc3c(c2)OCCO3)C1)NCc1ccccc1F (configuration not stated)	i	-21
COCCNC(=O)C(c1ccncc1)N(C(=O)Cn1nnc2ccccc21)c1ccc(OC)cc1 (configuration not stated)	i	-23

The list goes on:
SMILES	CHT allo act	OX1R antag
CC1CC2(C)CC(C)C1(COC(=O)Nc1ccccc1)CO2 (configuration not stated)	i	-8
COc1cc2c(=O)n(Cc3ccco3)c(=O)n(CC(=O)c3cccc(Br)c3)c2cc1OC	i	-21
O=C(CN1C(=O)C(=O)N(CCC2=CCCCC2)C1=O)Nc1ccc(F)cc1F	nt	-15
Cc1ccc(NC(=O)C2Cc3ccccc3O/C2=N\O)cc1C (configuration not stated)	i	nt
N[C@@H](CO)c1nnc([C@H](CCC(=O)O)NC(=O)C2CCNCC2)o1	i	-15
O=C(c1ccc2c(c1)OCO2)C1CCCN(Cc2cc(F)ccc2-n2cccn2)C1 (configuration not stated)	i	-20
CCN=c1scc(-c2ccco2)n1/N=C/c1ccc(OC)c(O)c1	i	-6
O=C(NCCNC(=O)c1ccc(-c2ccc(Cl)c(Cl)c2)o1)c1cnccn1	i	-12
O=C(Nc1cccnc1)c1ccc2nc(-c3ccccc3)c(-c3ccccc3)nc2c1	i	-26
CC(OC(=O)c1ccc(Cl)cc1O)C(=O)NCCC1=CCCCC1 (configuration not stated)	nt	-17

2 entries from above, with values under each structure:
Values in the order – CHT allo act	OX1R antag
O=C(Nc1cccnc1)c1ccc2nc(-c3ccccc3)c(-c3ccccc3)nc2c1
 : i	-26
CC(OC(=O)c1ccc(Cl)cc1O)C(=O)NCCC1=CCCCC1 (configuration not stated)
 : nt	-17

The results go on:
SMILES	CHT allo act	OX1R antag
COC(=O)c1ccc(OCC2c3cc(OC)c(OC)cc3CCN2C(=O)c2ccco2)cc1 (configuration not stated)	i	-16
CCOc1ccc(N(C(C)C(=O)N2CCCC2)S(C)(=O)=O)cc1 (configuration not stated)	i	-1
Cc1ccn2cc(-c3cnoc3C)nc2c1	i	-13
COc1ccc(C2C(C(C)=O)=C(O)C(=O)N2CCc2c[nH]c3ccccc23)cc1OC (configuration not stated)	i	-3
Cc1cccc(OCCCCCn2ccnc2)c1	i	0
CCC(C)NC(=O)COCc1cc(-c2ccc3c(c2)OCO3)on1 (configuration not stated)	i	-18
COCc1[nH]nc2c1C(c1ccsc1)C(C#N)=C(N)O2 (configuration not stated)	i	-1
COc1ccc(CNC(=O)[C@H](C)NC(=O)C2CCN(C(=O)[C@@H](N)Cc3ccccc3)CC2)cc1	i	1
C=CCn1c(O)c(N=NC(=O)OC(C)(C)C)c2ccccc21	i	-14
CCOc1ccccc1Nc1nc(-c2sc(NC(=O)c3cccc(Cl)c3)nc2C)cs1	i	-20
CN(C(=O)Cn1nnc2ccccc2c1=O)C1CCCCC1	i	-9
CCN(CC)S(=O)(=O)c1ccc2c(c1)c(=O)c(C(=O)NCCOC)cn2C	i	-9
CCCCC(=O)NC(=S)Nc1cc(C(=O)O)ccc1Cl	i	1
O=C(CNC(=O)c1cccc(Cl)c1)NCCCSc1ccccc1	i	-13
COc1ccc(C(=O)CCC(=O)N2CCN(c3ccccc3)CC2)cc1	i	-24
O=C(Nc1ccccc1N1CCCC1)C1CCN(C(=O)c2ccc(Cl)cc2)CC1	i	-33
CCN(Cc1nc2ccccc2c(=O)[nH]1)Cc1cc(=O)oc2cc(C)c(C)cc12	i	-28
Cc1csc(NC(=O)COc2ccc3c(C)cc(=O)oc3c2)n1	i	-16
COC(=O)c1cc(Cl)c(NC(=O)/C=C/c2ccc(OC)cc2)cc1OC	i	-16
CCOC(=O)C1CCCN(C(=O)CCc2nnc(-c3ccc(C(C)=O)s3)o2)C1 (configuration not stated)	i	-14

Complete entries as entered above.
CCN(CC)S(=O)(=O)c1ccc2c(c1)c(=O)c(C(=O)NCCOC)cn2C across the screens: CHT allo act: i; OX1R antag: -9
Cc1csc(NC(=O)COc2ccc3c(C)cc(=O)oc3c2)n1 across the screens: CHT allo act: i; OX1R antag: -16

(continued)
SMILES	CHT allo act	OX1R antag
O=S(=O)(NCc1ccccc1)c1ccc(Cl)c(S(=O)(=O)NCc2ccccc2)c1	i	2
Cc1occc1C(=O)NC(C)C(C)(C)C (configuration not stated)	i	-11
CCNC(=S)NNC(=O)c1cc(-c2cccc(C)c2)nc2ccccc12	i	-12
Fc1ccc(N2CCN(Cc3cnc(Cl)s3)CC2)cc1	i	-3
O=C(CSc1nnc(-c2ccncc2)n1-c1ccccc1)NCC1CCCO1 (configuration not stated)	nt	-26
O=C(O)Cc1ccc(NC(=O)C(c2ccccc2)c2ccccc2)cc1	i	-21
COc1ccc(-n2c(-c3ccc(Cl)cc3)c[nH]c2=S)cc1	i	-17
Cc1ccc(C(=O)OCC(=O)NC2CCCCC2)o1	i	-6
Cc1ccccc1C(=O)c1c[nH]c(C(=O)NCc2ccco2)c1	i	-31
CCOc1ccc(-c2nnc(SCC(=O)N3CCNC3=O)o2)cc1	nt	-14
NC1=NC(=O)CC(C(=O)Nc2cccc3ccccc23)S1 (configuration not stated)	i	-20
COc1cc(/C=N/NC(=O)CC2(C)OCCO2)cc(Br)c1O	i	-15
CCOC(=O)c1cc(CC)sc1NC(=O)C(c1ccccc1)c1ccccc1	i	-33
COc1cc(OC)cc(C(=O)Nn2cc(C(=O)Nc3ccccc3F)c3ccccc3c2=O)c1	i	4
O=C1C(Nc2ccccc2)=C(N2CCCCC2)C(=O)c2ccccc21	i	-2
COC(=O)c1cc(-c2cccc([N+](=O)[O-])c2)c2c(=O)[nH]c(=O)n(C)c2n1	i	-1
O=C(NC(=S)Nc1cccc(Cl)c1N1CCCCC1)c1ccc2c(c1)OCCO2	i	-22
CCC(C)(C)n1nnnc1C(C(C)C)N1CCN(C(=O)c2ccco2)CC1 (configuration not stated)	i	-9
CN1C2CCC1CC(OC(=O)c1c[nH]c3ccccc13)C2 (configuration not stated)	i	7&-18
C/C(=N\OC(=O)c1ccc(F)cc1)c1sc(-c2ccc(Cl)cc2)nc1C	i	-6
Cc1ccc(S(=O)(=O)c2c(N)n(-c3ccccc3)c3nc4ccccc4nc23)cc1	i	-21
CC(C)(C)SC(=O)C[C@@H]1NS(=O)(=O)OC2CCCCC21 (some centres not stated)	i	-16
Cc1cc(C(=O)N/N=C/c2ccc(O)c([N+](=O)[O-])c2)n[nH]1	i	-9
CCOc1ccc(S(=O)(=O)NCCC(=O)N(C)CC(=O)Nc2ccc(N3CCOCC3)cc2)cc1	i	4
O=C(COC(=O)CNC(=O)c1sc2ccccc2c1Cl)Nc1cc(Cl)cc(Cl)c1	i	6
C=CCC(NCc1ccccc1)c1ccccc1 (configuration not stated)	i	-16
CCC(=Nc1ccccc1OC)C1=C(O)CC(c2ccccc2)CC1=O (configuration not stated)	12*	-3
C=CCn1c(SCC(=O)N(C)C2CCS(=O)(=O)C2)nc2ccccc2c1=O (configuration not stated)	i	-20
COc1cc2nc(CN3C(=O)c4ccccc4C3=O)oc(=O)c2cc1OC	i	-20
CCOc1cc2c(cc1OCC)CN(CC(=O)Nc1ccccc1C(=O)NC1CC1)CC2	nt	-46
Cn1c[n+](C)cc1/C=N/O	i	6
CCN(CC)CCN1C(=O)C(O)=C(C(=O)c2cccs2)C1c1ccccn1 (configuration not stated)	i	-5
CN(CC(=O)NCc1ccc(F)cc1)Cc1ccc(Br)cc1	i	-29
O=C(N/N=C/c1cccc(Oc2ccccc2)c1)c1ccc(O)cc1O	i	nt
Cc1nc2nc(-c3ccco3)[nH]n2c(=O)c1C	i	-1
CCOc1ccc2nc(NC(=O)CSC3=NCCS3)sc2c1	i	-8
CCN(CC)c1nc2cc(C)ccc2cc1/C=C(\C#N)C(N)=O	i	-37
Cc1ccc(-c2nc(CN(C)C(C3CC3)C3CC3)c(C)o2)cc1	i	-32
N#Cc1cc2c(nc1SCC(=O)N1CCCCC1)CCCCC2	i	-4
CCOc1ccc(C(C(=O)NC2CCCC2)N(C(=O)c2snc(C(N)=O)c2N)c2cccc(O)c2)cc1 (configuration not stated)	i	24
CCOC(=O)c1ccc(NC(c2ccc(N(C)C)cc2)P(=O)(OC(C)C)OC(C)C)cc1 (configuration not stated)	i	-42
O=C(CN(Cc1ccccc1)S(=O)(=O)c1ccc(Br)cc1)NCC1CCCO1 (configuration not stated)	i	-18

From PubChem BioAssay
